Pin1 inhibitor – qHTS Assay to Find Inhibitors of Pin1. Peptidyl-prolyl cis-trans isomerase NIMA-interacting 1 (Homo sapiens), Q13526. Pin1 FP peptide displacement, HiFluor488, 10 min. Potency, µM (doses to about 115 µM), for inactives: top-dose activity, negative = inhibition, most hits filed as inhibitors. 390,000 compounds, 0.009% hits. AID 504891, 2011; active = well fitted inhibition curve with a large enough effect in the polarisation, with a control signal flat, not every such curve was filed as active; inconclusive = small, poorly fitted or top-dose-only effect, or effect the other way, or a change in a side signal; inactive = no such curve, though single readings can be large or run the other way; the % refers to the polarisation; note: potency is the fitted concentration of half-maximal effect; % is set by controls: 0 for no effect and ±100 for the full control effect
Target sequence (Q13526 whole entry, looked up): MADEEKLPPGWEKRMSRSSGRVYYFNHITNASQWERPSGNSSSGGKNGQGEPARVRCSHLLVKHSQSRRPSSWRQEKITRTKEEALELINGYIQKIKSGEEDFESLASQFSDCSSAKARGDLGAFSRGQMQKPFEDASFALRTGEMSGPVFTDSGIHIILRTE
G9a inh – qHTS Assay for Inhibitors of Histone Lysine Methyltransferase G9a | G9a H3K9 monomethylation, AlphaScreen, 2 h | Potency, µM (doses to about 102 µM), inactives show at the top dose activity, negative = inhibition, actives largely listed as inhibitors | 350,000 compounds, 8.8% hits; note: potency is the fitted concentration of half-maximal effect; % is set by controls: 0 for no effect and ±100 for the full control effect; nearly all actives have a fitted effect of over 75% in size
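G9a (20 nM) preincubated 15 min RT with compounds, then 500 nM biotinylated H3K9 peptide and 20 uM SAM added; 2 h RT reaction. Monomethyl-H3K9 product detected by AlphaScreen with anti-H3K9me1 antibody, streptavidin donor and anti-rabbit IgG acceptor beads.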
GLS inh – qHTS for Inhibitors of Glutaminase (GLS); Glutaminase kidney isoform, mitochondrial (Homo sapiens), O94925; GLS enzymatic activity, qHTS titration; Potency, µM (top dose mostly 45.5 µM), without a hit: at the highest dose activity change, negative = inhibition, actives largely listed as inhibitors; 410,000 compounds, 0.21% hits; note: potency is the fitted concentration of half-maximal effect; % is set by controls: 0 for no effect and ±100 for the full control effect
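Two-point fluorescence kinetic (t0, 30 min RT) for hKGA; glutamate detected via glutamate oxidase–HRP–Amplex Red. Substrate: 1 mM L-glutamine solution; buffer 45 mM KH2PO4, pH 8.2.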
ERG Ets-DNA blk – qHTS for Small Molecule Inhibitors of the ERG Ets/DNA interaction; AID 624246, 2012; 370,000 compounds, 0.028% hits; fluorescence polarization, His-ERG Ets domain / labelled DNA; Transcriptional regulator ERG (Homo sapiens), P11308; Potency, µM (top dose mostly 76.9 µM), for the others: at the highest dose FP activity, negative = inhibition, hits mostly inhibitors; active = well fitted inhibition curve with a large enough effect in the polarisation, with a control signal flat; inconclusive = small, poorly fitted or top-dose-only effect, or effect the other way, or a change in a side signal; inactive = no such curve, though single readings can be large or run the other way; the % refers to the polarisation;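 note: polarization taken with two DNA probes labelled with fluorescein and Texas red; potency is the fitted concentration of half-maximal effect; % of control where 0% means no effect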
Target sequence (P11308 whole entry, looked up, the tested form may be a part): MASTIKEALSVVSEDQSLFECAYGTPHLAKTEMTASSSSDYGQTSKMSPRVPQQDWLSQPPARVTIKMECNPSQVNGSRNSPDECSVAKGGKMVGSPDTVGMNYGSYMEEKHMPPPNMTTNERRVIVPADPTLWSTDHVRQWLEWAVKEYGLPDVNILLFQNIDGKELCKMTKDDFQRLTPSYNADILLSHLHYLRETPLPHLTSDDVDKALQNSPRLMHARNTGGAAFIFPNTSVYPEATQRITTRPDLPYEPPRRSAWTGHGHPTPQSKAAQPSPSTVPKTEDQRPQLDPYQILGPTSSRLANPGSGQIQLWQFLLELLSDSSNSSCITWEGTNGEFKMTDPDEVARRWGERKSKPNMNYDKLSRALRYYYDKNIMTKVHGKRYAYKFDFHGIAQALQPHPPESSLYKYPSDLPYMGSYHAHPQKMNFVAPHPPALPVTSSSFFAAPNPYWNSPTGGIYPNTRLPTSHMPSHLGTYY
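His-tagged ERG Ets domain (1 uM in the protein solution; 300mM KCl, 50mM Tris-HCl, 1mM EDTA, 1mM DTT, pH 7.5) received compound, then a probe mix of 5 nM fluorescein-DNA and 100nM Texas-615-DNA. Fluorescence polarization was read for both dyes.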
BAZ2B inh – qHTS Assay for Inhibitors of BAZ2B | Bromodomain adjacent to zinc finger domain protein 2B (Homo sapiens), Q9UIF8 | AlphaScreen BAZ2B-H3K14Ac peptide displacement | Potency, µM (titrated, usually from 114 µM), for inactives: at the highest dose activity change, negative = inhibition, usual class: inhibitors | 360,000 compounds, 4.4% hits; note: potency is the fitted concentration of half-maximal effect; % is set by controls: 0 for no effect and ±100 for the full control effect; nearly all actives have a fitted effect of over 60% in size
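Multi-concentration screen (max 110 uM) measuring displacement of acetylated histone H3 peptide from BAZ2B by AlphaScreen, using 50 nM protein, 50 nM peptide and 10 ug/mL streptavidin donor plus Ni-chelate acceptor beads.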
HP1b chromo inh – HTS for Inhibitors of HP1-beta Chromodomain Interactions with Methylated Histone Tails; AlphaScreen HP1-beta / biotin-H3K9me3 peptide binding; Potency, µM (highest dose often 114 µM), for the others: top-dose activity change, negative = inhibition, usual class: inhibitors; 390,000 compounds, 0.56% hits; AID 540317, 2011; note: potency is the fitted concentration of half-maximal effect; nearly all actives have a fitted effect of over 70% in size; inactives centre near 23
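Compound inhibition of the preformed complex between 50 nM HP1-beta and 50 nM biotinylated H3K9me3 peptide was read by AlphaScreen. Buffer was PBS pH 7.4 with 0.01% Tween-20. Incubations ran 30 min at room temperature, with 10 ug/mL donor/acceptor beads.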
PGK inhibitor – qHTS Assay to Find Inhibitors of Phosphoglycerate Kinase. Phosphoglycerate kinase, glycosomal (Trypanosoma brucei brucei), P07378. PGK/GAPDH coupled, Kinase-Glo luminescence, 60 min. Potency, µM (doses to about 57.5 µM), without a hit: at the highest dose activity change, negative = inhibition, most hits filed as inhibitors. 380,000 compounds, 0.043% hits. AID 602233, 2012; note: potency is the fitted concentration of half-maximal effect; % is set by controls: 0 for no effect and ±100 for the full control effect; nearly all actives have a fitted effect of over 60% in size
Target sequence (P07378 whole entry, looked up): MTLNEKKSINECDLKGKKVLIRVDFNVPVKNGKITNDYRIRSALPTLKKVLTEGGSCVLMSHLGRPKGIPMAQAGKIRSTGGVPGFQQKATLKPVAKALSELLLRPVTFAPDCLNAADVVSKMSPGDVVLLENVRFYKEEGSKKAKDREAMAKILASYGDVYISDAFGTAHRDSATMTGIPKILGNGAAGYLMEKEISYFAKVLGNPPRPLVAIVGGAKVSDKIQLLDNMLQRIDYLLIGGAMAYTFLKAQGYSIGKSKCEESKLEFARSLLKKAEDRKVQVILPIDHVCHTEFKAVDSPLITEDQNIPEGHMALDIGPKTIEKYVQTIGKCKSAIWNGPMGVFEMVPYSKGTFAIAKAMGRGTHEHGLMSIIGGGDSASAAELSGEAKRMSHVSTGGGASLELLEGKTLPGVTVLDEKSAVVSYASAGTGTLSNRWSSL
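Recombinant glycosomal PGK reaction used 1,3-bisphosphoglycerate generated in-well by GAPDH (100nM final) in 100mM TEA pH 7.6, 5mM MgCl2, 0.01% Tween-20. After 60 minutes at room temperature, ATP was read by Kinase-Glo Plus luminescence end-point.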
JMJD2A Tudor – qHTS Assay for Inhibitors of JMJD2A-Tudor Domain; Lysine-specific demethylase 4A (Homo sapiens), O75164; 390,000 compounds, 4.4% hits; Potency, µM (highest dose often 114 µM), without a hit: at the highest dose activity change, negative = inhibition, hits mostly inhibitors; AlphaScreen JMJD2A-Tudor / H3K4me3 peptide binding; AID 504339, 2011; note: potency is the fitted concentration of half-maximal effect; % is set by controls: 0 for no effect and ±100 for the full control effect; nearly all actives have a fitted effect of over 50% in size
PI4K2A block – qHTS for small molecular inhibitors of PI4K2A; Phosphatidylinositol 4-kinase type 2-alpha (Homo sapiens), Q9BTU6; purified PI4K2A, ADP-Glo luminescence, 1 h; hits give low values; activity change, negative = inhibition, % at 76.9 µM; 420,000 compounds, 0.13% hits; AID 1346378, 2018; in the data active = activity change below about -50%; inconclusive = mostly about -30% to -49%;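 note: -100% = wells without enzyme as full effect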
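ADP-Glo luminescence measured ADP generated by PI4K2A enzyme (4 ug/mL before mixing) with 1.2 mM PI substrate (pre-mix) and 300 microM ATP (pre-mix). Tris pH7.5 buffer with MgCl2, Triton X-100; 1 h reaction at ambient temperature.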
Starred values were filed as active, the others as inactive; i = inactive; ? = inconclusive; nt = not tested or not shown; & = joins results of further samples; [ ] = dose if it differs, or a comment. Unless noted, calls come from the whole dose curve; as a rule, active = well fitted curve in the direction sought with a large enough effect; inconclusive = small, poorly fitted or top-dose-only effect, or another doubt; inactive = no such curve, though single readings can be large; an effect the other way counts as inactive or inconclusive.

Values in the order – ERG Ets-DNA blk | G9a inh | GLS inh | PGK inhibitor | JMJD2A Tudor | BAZ2B inh | HP1b chromo inh | Pin1 inhibitor | PI4K2A block
COc1ccccc1CNC(=O)c1ccc2c(c1)nc(C)n2-c1ccccc1OC
  -11% | ? | -3% | i | -22% | 0% | 19% | -3% | 2
CC(C)(C)NC(=O)NC(=O)CN1CCN(S(=O)(=O)c2ccc3c(c2)CCCC3)CC1
  -3% | 45µM* | -5% | i | -20% | -17% | 12% | -1% | 1
CCc1noc(C)c1C(=O)OC(C)C(=O)Nc1ccc2c(c1)OCO2 (stereo not drawn)
  -6% | 33%[12.7 µM] | -2% | 1% | -22% | 10% | 19% | -4% | -3
O=C(CCl)NC(Cc1c[nH]c2ccc(OCc3ccccc3)cc12)C(=O)O (stereo not drawn)
  -1% | -1% | 13% | 5% | -25% | -34% | 8% | -3% | -3
CC(C)Oc1ccccc1OCCCCn1cnc2ccccc2c1=O
  -8% | -19% | -5% | 9% | 0% | -2% | 57%[activator] | -10% | 1
CN(Cc1ccc2nsnc2c1)Cc1nc(Cc2cccc(F)c2)no1
  6% | nt | 11% | i | -10%[11.4 µM] | 36% | 72%[activator] | -4% | 5
CC1=NN(c2ccccc2)C(=O)C1C(=O)C(=O)Nc1ccc(F)cc1 (stereo not drawn)
  -7% | 35µM* | 12% | 4% | -22% | ? | 27% | -9% | ?
Cc1cccc(N(C(=O)CNC(=O)c2ccco2)C(C(=O)NCC2CCCO2)c2ccccc2)c1 (stereo not drawn)
  0% | 1% | -5% | -2% | -5% | 2% | 22% | -7% | 3
CCOC(=O)c1c(NC(=S)Nc2ccc(OCC)cc2)sc2c1CCN(C)C2
  15% | 50µM* | -22% | 15% | -17% | ? | -10% | ? | -1
CCOC(=O)C1CCCN(C(=O)Cn2ncc3c([nH]c4ccccc43)c2=O)C1 (stereo not drawn)
  5%&2% | 21%&-12%[59 µM] | -1%&-6% | 5%&-6% | -6%&0% | -6%&4% | 20%&19% | -4%&-2% | -2&9
O=C(CN(c1ccc2c(c1)OCCO2)S(=O)(=O)c1ccccc1)N1CCN(Cc2ccccc2)CC1
  5% | -32% | 1% | 0% | -21%[57.1 µM] | -24% | 19% | -2% | 4
Cc1cc(C(=O)Nc2nnc(C(F)(F)F)s2)cs1
  0% | -42% | 1% | -4% | 14% | -21% | 25% | 1% | -3
O=C1c2ccccc2C(=O)N1CC(=O)N1c2ccccc2Sc2ccc(C(F)(F)F)cc21
  11% | -35%[59 µM] | 1% | -1% | -19% | -29% | 19% | 3% | -6
CC1(C)CC2CC(C)(CN2C(=O)c2ccc([N+](=O)[O-])cc2[N+](=O)[O-])C1 (stereo not drawn)
  -2% | -7% | 1% | -5% | -26% | -15% | 8% | -1% | 2
CCN(C(=O)COC(=O)c1ccccc1Cc1ccccc1)C1CCS(=O)(=O)C1 (stereo not drawn)
  -2% | ? | 6% | -1% | -14% | 10% | 25% | 3% | -2
COc1cc(C(=O)Oc2cccc(/C=N/NC(=O)c3cccnc3)c2)cc(OC)c1OC
  1% | 18% | 13% | -3% | ? | -9% | 8% | -5% | 3
CC(=O)c1ccc(NC(=O)c2ccc([N+](=O)[O-])o2)cc1
  7% | ? | -3% | -1% | -24% | -20% | 9% | 1% | -8
CCOC(=O)c1nnn(CC(=O)NC(=O)Nc2ccc(F)cc2)c1C(=O)OCC
  9%&-8% | 2% | 0%&-11% | i | -25%&-15% | 35%[activator] | 8%&56% | -5%&8% | 0&-3
Oc1c(Br)cc(Br)cc1C=Nc1cccc2ncccc12
  -24% | nt | -12% | -17% | ? | nt | 6% | ? | -13
Cc1sc2nc(CSCC(=O)NC3(C#N)CCCCC3)[nH]c(=O)c2c1C
  11% | ? | -11% | i | -6% | 12% | 18% | ? | 2
COCCCn1c(=O)c2sccc2n2c(CCCC(=O)N3CCN(c4ccccn4)CC3)nnc12
  -2% | 19% | -2% | -1% | -12% | 1% | 13% | 2% | -4
COc1cc(C(=O)O)c([N+](=O)[O-])c(OC)c1OC
  -3% | 4% | 2% | -7% | -12% | -21% | 42%[activator] | -12% | -4
CC(C)CCNC(=S)Nc1ccccn1
  10% | 1µM* | -3% | -8% | -13% | -13% | 24% | 1% | 1
COc1ccccc1N1CCN(C(=O)c2ccc3ncsc3c2)CC1
  0% | nt | 3% | 3% | -8%[11.4 µM] | nt | 51%[activator] | 2% | 0
COc1cccc(C(=O)Oc2c(Sc3ccc(C)cc3)c(C)nn2C(C)(C)C)c1OC
  -1% | 56%[activator][59 µM] | 4% | i | 1% | 19% | 53%[activator] | -2% | -8
COC(=O)c1ccc2[nH]c(C(C)(C)O)c(C)c2c1
  -12% | ? | 17% | -7% | -22% | -39% | -6% | -5% | -2
O=C(O)CCC1(c2ccccc2)NC(=O)NC1=O (stereo not drawn)
  -4% | ? | -1% | 6% | 6% | -4% | 28% | -4% | 3
COc1ccc(NS(=O)(=O)c2cccc(NC(=O)CNC(C)=O)c2)cc1
  -9% | 45%[12.7 µM] | -4% | 3% | 2% | -18% | 10% | -2% | 1
O=C(N/N=C/c1ccc(O)cc1O)NC12CC3CC(CC(C3)C1)C2
  2% | 14% | 14% | 2% | -30% | -15% | 59%[activator] | 4% | 0
Cc1cc(N2CCN(C(=O)OC(C)(C)C)CC2)n2ncnc2n1
  2% | -5% | 4% | -3% | 3% | -2% | 27% | -11% | 6
CC(C)C12NC(=O)NC(=O)N1CCS2 (stereo not drawn)
  nt | nt | 16% | -6% | -3% | nt | 72%[activator] | 1% | -4
Cc1cc(C)c(NC(=O)CN2CCOCCOCCOCCOCC2)c(C)c1
  9% | nt | 3% | 2% | -5% | nt | 38% | -1% | -2
CCOC(=O)C1CCN(C(=O)COc2cc(C)c(Br)cc2C)CC1
  4% | 10%[59 µM] | -11% | 1% | 12% | 14% | 51%[activator] | 12% | -4
Oc1ccc(CN2CCN(Cc3ccccc3)CC2)c2cccnc12
  0% | 3%[59 µM] | -6% | -10% | 40µM* | -1% | ? | 7% | -8
O=C(OCc1ccc(Br)cc1)c1ccncc1
  -5% | nt | -1% | nt | 3% | 8% | 77%[activator] | 1% | 5
COc1c(C=NNC(N)=O)c(OC)c(OC)c2c1CCO2
  -13% | nt | -6% | -4% | 8% | nt | 31% | -2% | 0
CN(C)NC(=S)Nc1cccc(Cl)c1
  -5% | -4% | 27% | i | -20% | -4% | 15% | -5% | -2
COc1ccccc1-c1nn2c(=O)cc(CN3CCN(C(=O)/C=C/c4ccccc4)CC3)nc2s1
  -2% | 17%[59 µM] | 5% | -3% | -18% | 4% | 11%[57 µM] | ? | -28
Cc1cnc(C(=O)OCC(=O)NC2CCCC(C)C2C)cn1 (stereo not drawn)
  0% | ? | 3% | -2% | -8% | 2% | 17% | 3% | 1
COc1ccc2nc(NC3=NCCC3)sc2c1
  -5% | 33%[59 µM] | 1% | -9% | -24% | -25% | -2% | -4% | -10
Cc1cc(NCc2ccccn2)nc2ccccc12
  nt | 12% | -7% | nt | -20% | -4% | 46%[activator] | 2% | -1
COc1ccc(CCC(C)NCC(C)c2ccccc2)cc1 (stereo not drawn)
  6% | nt | 0% | -10% | -10% | 2% | 70%[activator] | 0% | -3
CSc1ccc(-c2nc3ncccn3c2Nc2ccc(C)c(C)c2)cc1
  -12% | 3%[59 µM] | 9% | 5% | -27% | -11% | 0% | ? | 1
O=C(O)c1ccccc1C(=O)NCc1ccc2c(c1)OCO2
  -4% | 0% | 4% | -6% | 32µM* | -8% | ? | -11% | -5
Cc1cc(OC(=O)c2ccc(Cl)cc2Cl)c([N+](=O)[O-])c(=O)[nH]1
  4% | 79µM* | 8% | -2% | -26% | -28% | 61%[activator] | 1% | 2
Cc1c(NS(=O)(=O)c2ccc3c(c2)n(C)c(=O)n3C)c(=O)n(-c2ccccc2)n1C
  -3% | 8%[12.7 µM] | -4% | 2% | -5% | 7% | 30% | -2% | -6
CC(=O)Nc1cccc(NC(=O)CCn2c(=O)sc3ccccc32)c1
  -10% | 2%[12.7 µM] | 7% | 8% | -1% | 4% | 29% | -7% | 6
COc1cc(NC(=O)CSc2ccccc2)c(C(=O)O)cc1OC
  73%[activator] | -6% | -6% | -2% | -25% | -3% | 29% | -1% | -4
COc1cc(OC)cc(-c2cc3nc(C4CCN(C(=O)OC(C)(C)C)CC4)cc(=O)n3[nH]2)c1
  nt | -12% | -2% | nt | -24% | -8% | 35% | 17% | 0
Cn1ncc([N+](=O)[O-])c1C(=O)Nc1ccccc1Cl
  -5% | nt | 3% | i | -23% | 6% | 17% | -4% | -1
